NPR1 activator: GC-A stimulated cGMP production enhancers – HEK293 GC-A cells, cGMP TR-FRET, EC30 ANP, primary screen; 0% at EC30 ANP, 100% saturating ANP; hit rate 0.14% among 370,000; activation, % at 10 µM; AID 1671463, 2021; Atrial natriuretic peptide receptor 1 (Homo sapiens), P16066; in the data active = activation above about 40%
KLK7 zymogen act: proKLK7 zymogen activators, primary screen, biochemical, fluorescence intensity; Kallikrein-7 (Homo sapiens), P49862; activation, % at 7 µM; purified proKLK7, EDANS-DABCYL substrate fluorescence; 100% is mature enzyme control, 0% vehicle; AID 652039, 2013; hit rate 0.9% among 370,000;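 active = activation above the mean of all tested compounds plus 3 SD, computed per campaign excluding outliers beyond control limits, cut at about 13% in these data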
Target sequence (P49862 whole entry, looked up): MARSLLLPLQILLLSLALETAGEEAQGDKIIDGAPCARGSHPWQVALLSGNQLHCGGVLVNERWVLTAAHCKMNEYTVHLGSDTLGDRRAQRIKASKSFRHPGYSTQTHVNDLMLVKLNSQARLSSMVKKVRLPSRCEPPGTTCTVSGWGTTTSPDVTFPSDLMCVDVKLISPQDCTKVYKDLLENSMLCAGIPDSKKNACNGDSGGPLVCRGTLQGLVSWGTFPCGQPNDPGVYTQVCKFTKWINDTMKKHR
ADAM10 inh: human ADAM10 inhibitors, primary screen, biochemical, QFRET, HTS; recombinant ADAM10, EDANS/DABCYL FRET peptide cleavage, 3 h; inhibition, % at 7 µM; hit rate 0.62% among 370,000; Disintegrin and metalloproteinase domain-containing protein 10 (Homo sapiens), O14672;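 active = inhibition above a per-campaign cutoff equal to the mean of compounds falling between control-based bounds plus 3 SD, cut at about 20% in these data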;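 also: 0% = DMSO wells while the 100% control is not disclosed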
Target sequence (O14672 214-748 limits assumed): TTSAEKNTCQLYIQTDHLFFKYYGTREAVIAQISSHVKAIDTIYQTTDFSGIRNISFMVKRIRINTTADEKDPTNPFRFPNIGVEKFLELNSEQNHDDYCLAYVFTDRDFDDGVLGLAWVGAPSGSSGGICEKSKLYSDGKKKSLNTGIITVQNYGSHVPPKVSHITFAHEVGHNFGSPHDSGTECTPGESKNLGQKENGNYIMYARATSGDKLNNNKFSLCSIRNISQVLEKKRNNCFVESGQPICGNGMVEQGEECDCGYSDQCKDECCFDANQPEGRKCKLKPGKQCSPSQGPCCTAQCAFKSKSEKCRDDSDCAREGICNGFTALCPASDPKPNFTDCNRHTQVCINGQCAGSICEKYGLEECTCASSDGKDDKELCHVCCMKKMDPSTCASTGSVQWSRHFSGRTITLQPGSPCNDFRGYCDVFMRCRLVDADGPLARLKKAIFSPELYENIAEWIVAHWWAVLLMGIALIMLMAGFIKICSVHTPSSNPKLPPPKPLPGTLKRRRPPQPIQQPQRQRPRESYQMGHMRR
GC-B act: human GC-B receptor activators, primary screen, HEK293 GC-B cells, cGMP TR-FRET, EC30 CNP. Atrial natriuretic peptide receptor 2 (Homo sapiens), P20594. 0% at EC30 CNP, 100% saturating CNP. activation, % at 10 µM. hit rate 0.11% among 370,000. AID 1920062, 2024;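 active = activation at 10 µM reaching about 35% in either raw or pattern-adjusted values, limit read from the data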
rCAG RNA binder: binders of r(CAG) RNA repeats, primary screen, biochemical, fluorescence; inhibition, % at 3 µM; hit rate 1.3% among 370,000; r(CAG) RNA repeat, TO-PRO-1 dye displacement fluorescence;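 active = inhibition above the plate cutoff, the mean of all test compounds on that plate plus 3 SD, cut at about 35% in these data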;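 also: 0% = DMSO alone and 100% = 100 µM mitoxantrone as full dye displacement; higher means more dye released from RNA so lower well fluorescence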
sPLA2-III inh: human group III sPLA2 inhibitors, primary screen, biochemical, QFRET, BODIPY PC-A2 liposome substrate; Group 3 secretory phospholipase A2 (Homo sapiens), Q9NZ20; QFRET BODIPY PC-A2 liposome hydrolysis, fluorescence; inhibition, % at 12.2 µM; hit rate 0.56% among 370,000; AID 743126, 2013;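 active = inhibition above mean plus 3 SD of compounds lying within the high and low control bounds, cut at about 19% in these data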;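 also: 0% = median of test compound wells and 100% = no enzyme DMSO wells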
Tn6 DDE FP: inhibitors of Tn6 peptide binding to fibrin DD(E), primary screen, biochemical, fluorescence polarization, human fibrin, Tn6 probe | Fibrinogen beta chain (Homo sapiens), P02675 | Fibrin DD(E) TRITC-Tn6 fluorescence polarization displacement | inhibition, % at 8.3 µM | hit rate 0.21% among 370,000;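 active = inhibition above a per-campaign cutoff: mean of compounds within control limits plus 3 SD, cut at about 15% in these data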;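 also: 0% = median of all compound wells on the plate and 100% = blocking peptide control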
ARFGAP1 inhibitor: inhibitors of rat ARFGAP1 GAP activity, primary screen, biochemical, fluorescence polarization, GDP tracer. inhibition, % at 16.5 µM. AID 651572, 2012. Arfgap1-stimulated ARF1 GTP hydrolysis, GDP FP detection. hit rate 0.26% among 360,000;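 active = inhibition above a per-plate limit, mean inhibition of low control wells plus 3 SD, cut at about 25% in these data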;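 also: 0% = DMSO wells with enzyme and 100% = wells lacking Arfgap1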
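System: truncated rat Arfgap1 GAP domain / Benchmarks: high control wells lacking Arfgap1, low control full reaction with DMSO / Times: compound-enzyme preincubation 20 min, reaction 120 min, detection 60 min, 25 °C / Repeats: one replicate per compound / Also added: human ARF1(Δ1-17)-GTP substrate / Measured by: Tracer-displacement fluorescence polarization with EDTA stop, 620/688 nm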
ASAP1 inh: inhibitors of human ASAP1 ArfGAP activity, primary screen, biochemical, fluorescence polarization. inhibition, % at 16.5 µM. hit rate 0.19% among 360,000. ASAP1-stimulated ARF1 GTP hydrolysis, GDP FP detection; in the data active = inhibition above about 25%;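 also: 0% = vehicle with enzyme and substrate and 100% = no enzyme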
GAA850 FXN act: FXN promoter activators, primary screen, cell-based, luciferase luminescence, HEK293 lucGAA850. HEK293 lucGAA850 FXN promoter luciferase reporter, 24 h; percent of 10 µM SAHA response. activation, % at 6 µM. hit rate 0.56% among 360,000. AID 540364, 2011;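 active = activation above the average of all compounds screened plus 3 SD, cutoff fixed separately per campaign, cut at about 7.5% in these data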;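 also: 0% = DMSO wells and 100% = 10 µM SAHA wells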
Starred values were filed as active, the others as inactive; · = no result given.

SMILES	NPR1 activator	KLK7 zymogen act	ADAM10 inh	GC-B act	rCAG RNA binder	sPLA2-III inh	Tn6 DDE FP	ARFGAP1 inhibitor	ASAP1 inh	GAA850 FXN act
CN(C(=O)c1ccccn1)c1nnc(-c2cnccn2)s1	0	9.4	-4	8	-1	1	-1	1	11	2.0
Cc1cccc(NC(=O)Cn2cnc3c(oc4ccccc43)c2=O)c1C	2	-0.2	7	1	0	1	-1	29*	33*	-0.5
Cc1cccc(NC(=S)NN(Cc2ccccc2)c2ccccc2)c1C	-4	0.4	11	-6	2	2	2	9	12	-0.6
COC(=O)CCC(=O)Nc1cccc2ccccc12	1	-0.1	-2	2	0	4	6	6	0	-0.8
Oc1cccc(CCc2ccccn2)c1	-2	0.3	-6	-1	-2	-3	-3	-11	18	2.3
COc1ccc(/C=N/N2CCOCC2)cc1COc1ccc(F)cc1	-1	-0.2	4	-1	-1	-1	7	-4	-4	-0.4
C[C@@H]1CN([C@H](C)CO)C(=O)CCCn2nncc2CO[C@@H]1CN(C)C(=O)NC1CCCCC1	4	0.1	-10	5	-1	0	-2	-5	0	1.5
O=C(N/N=C/c1ccc(N2CCOCC2)o1)c1cccc([N+](=O)[O-])c1	-6	0.6	4	2	18	-6	-1	-9	-4	0.9
COc1ccc(/C=C2\CCc3ccccc3C2=O)cc1CN1CCOCC1	4	-1.2	2	2	-2	-6	0	-5	4	2.8
CCn1cc(/C=N\NC(=O)c2ccc(Cl)cc2)cn1	6	-0.8	5	4	-2	4	2	7	-12	0.9
COc1ccc(NC(=S)NCc2ccccc2Cl)c(OC)c1	0	-0.4	-3	-3	-2	10	0	-4	8	-0.9
O=C(c1ccco1)N1CCN(S(=O)(=O)c2ccccc2)CC1	2	0.1	8	-2	-2	10	1	-1	-2	2.3
Fc1ccc2c(c1)C(c1cccnc1)=NNC(c1cccs1)=N2	-28	-0.7	6	-22	0	-3	0	0	2	0.6
O=C(NCc1ccc(F)cc1)c1cc(C2CCCCN2C(=O)c2ccccc2)on1 (stereo not given)	5	0.0	-9	3	2	0	-1	1	8	-0.5
CCOC(=O)C/C(C)=N/NC(=O)COc1ccccc1C	6	-0.2	0	0	0	-7	5	3	-10	-1.1
COC(=O)c1ccc(NC(=O)C(OC)c2ccccc2)cc1 (stereo not given)	4	0.7	-12	3	-7	6	8	-1	-4	4.8
Cc1cccc(Nc2nnc(SCc3cc(=O)n4cc(C)ccc4n3)s2)c1	1	-0.8	-16	-4	8	9	-4	7	8	0.6
COCCCNC(=O)Cn1ncc2ccsc2c1=O	2	-0.1	-1	-1	1	-4	-5	-14	3	0.7
Cc1cccc(C(=O)N2CCC(=O)N(C(COCc3ccccc3)Cc3ccccc3)CC2)c1 (stereo not given)	-2	-0.2	4	3	6	-1	-4	6	-7	-2.4
COc1ccc2cc(C3(C)NC(=O)N(CC(=O)N4CCCCC4)C3=O)ccc2c1 (stereo not given)	1	-0.4	-37	1	0	5	-5	-5	-6	0.7
CCc1ccc(NC(=O)CS(=O)CC(=O)Nc2ccc(-n3cnnn3)c(C)c2)cc1 (stereo not given)	-4	0.3	2	4	5	-17	-4	11	5	-1.4
O=C(CCCC(=O)c1ccc(O)cc1)c1ccc(O)cc1	-4	-0.3	-6	-2	0	-1	-5	-12	8	1.9
O=C(NCc1ccccn1)c1nnc(Cc2ccc(Cl)cc2)o1	0	-0.1	-2	-8	1	0	1	11	5	3.8
CCN(CC)S(=O)(=O)c1ccc2c(c1)c(=O)c(C(=O)NCCCN(C)c1ccccc1)cn2C	-11	-0.1	-7	-2	6	7	2	16	-4	0.6
O=C1NC(C(=O)O)=CC(c2ccc([N+](=O)[O-])cc2)N1 (stereo not given)	1	0.1	0	2	3	1	-3	-21	10	0.7
Cn1c(=O)n(C)c2cc(N3CCCCC3)c(NC(=O)c3cccc(Cl)c3)cc21	-16	7.8	-103	-4	0	4	0	18	1	0.3
COc1ccc(CC(N)c2csc(NC(=O)Nc3cccc(C(F)(F)F)c3)n2)cc1 (stereo not given)	-10	0.2	10	-7	47*	18	-4	16	10	0.8
COc1ccc(CCN(C)C(=O)CN2C(=O)NC3(CCCc4ccccc43)C2=O)cc1OC (stereo not given)	4	-0.1	0	0	-4	-1	-6	12	6	-1.1
CCOc1ccc(S(=O)(=O)NCCC(=O)NCc2ccco2)cc1	-1	-0.4	2	3	7	-2	-2	3	-4	-2.4
C/C(=N\NC(=O)CCC(=O)Nc1ccccc1)c1cccs1	-4	0.3	9	4	1	2	2	-2	4	1.1
O=C(CSc1nnnn1C1CCCCC1)NCc1ccco1	2	0.1	0	4	1	-3	5	-8	-4	-0.4
CCOC(=O)n1c(=O)n(Cc2ccccc2Cl)c2ccccc21	·	1.2	3	·	-3	-5	-2	-5	-3	1.4
Cc1ccccc1SCC(=O)NCCCn1ccnc1	0	0.6	10	2	4	0	-4	10	0	1.9
Oc1cccc(/C=N/NC(=S)NCCN2CCOCC2)c1O	-1	-10	5	1	1	-13	-3	7	-5	6.0
CCOC(=O)C1CCN(C(=O)c2oc3ccc4c(c3c2C)C(O)CC2(CCCCC2)O4)CC1 (stereo not given)	1	-0.4	-10	5	0	-24	-3	8	2	-0.3
CCCCCCNCc1cccc(Br)c1	-27	-0.3	1	-7	7	9	4	14	1	-0.3
CC[n+]1c(C)cc2c(sc3ccccc32)c1C	19	0.4	-92	7	-1	-2	-6	-2	-4	0.5
O=C(CSCc1ccc([N+](=O)[O-])cc1)Nc1ccccc1C(=O)O	-1	0.2	9	4	2	-4	-7	9	-5	-0.1
CCCCCCCCC(=O)Nc1cc(C)ccc1OC	0	0.2	7	1	-6	6	-1	2	-2	1.0
Cc1ccc2c(c1)CCCN2C(=O)c1cc(C)c(C)s1	-11	-0.3	1	-10	-6	-3	2	5	1	4.3
Cc1ccc(NC(=O)c2c(C(F)(F)F)nn(C)c2Cl)cc1C	1	-0.5	3	-8	-1	-5	-2	-12	-6	0.5
O=C(Nc1ccc(S(=O)(=O)NC2=NCCCCC2)cc1)c1ccc(Cl)cc1Cl	6	0.8	0	4	1	2	-13	3	-1	0.1
O=C(CSc1nnc2ccc(-c3ccccn3)nn12)Nc1ccccc1	-3	-1.4	-4	-8	2	-3	0	3	6	0.1
CC(C)n1c(=O)c2c(O)cc(=O)oc2c2ccccc21	3	-1.0	-5	-2	6	5	-7	2	-7	-0.8
CCN(c1cccc(C)c1)S(=O)(=O)c1cccc2nsnc12	2	-0.1	-10	-4	-7	-1	-8	-11	-5	-0.7
COC(=O)/C=C1/SC(=Nc2ccc(Cl)c(Cl)c2)NC1=O	2	1.1	4	2	5	-5	1	3	4	0.7
Cc1ccoc1C(=O)Nc1ccc(CC(=O)O)cc1	-7	0.1	-3	3	0	8	-8	8	9	-14
Cc1ccc(C(C)(C)C)cc1S(=O)(=O)N1CCC(C(=O)N2CCN(c3ccc(O)cc3)CC2)CC1	1	0.6	1	5	11	-22	3	6	0	0.8
O=C1OCCN1C(=O)[C@H]1[C@H](c2ccccc2)C(c2ccccc2)=NN1c1ccccc1	-11	-45	-225	-12	7	-22	-3	2	-12	-1.9
CCOC(=O)C1=C(C)Nc2nc3ccccc3n2C1c1ccc(O)cc1 (stereo not given)	-7	-0.9	-1	1	-1	-5	-1	-8	-1	0.2
O=C(Nc1cc(Cl)ccc1Oc1ccccc1)c1cnccn1	5	-0.3	-3	-5	1	3	10	-5	9	0.5
COc1ccc(-n2nc(C(=O)NCC(=O)NCCC3=CCCCC3)c3ccccc3c2=O)c(OC)c1	2	-0.5	-8	-1	-1	2	4	5	9	-2.4
Cc1cc(C(=O)NC2CCCc3c2cnn3-c2cccc(C)c2C)n(C)n1 (stereo not given)	-2	0.0	-1	0	-7	4	4	12	-3	-5.5
COc1ccc(S(=O)(=O)N2CCC(C(=O)N3CCCC3)CC2)cc1C	5	0.7	0	5	-3	0	-2	-2	-9	2.1

Source: PubChem BioAssay (several laboratories)
